Assay outcomes: PubChem BioAssay, several laboratories
SUMO1-SIM PPI = modulators of SUMO1 protein-protein interactions, primary screen, biochemical, uHTS; SUMO1 binding to a labelled peptide, TR-FRET, 1 h; Small ubiquitin-related modifier 1 (Homo sapiens), P63165; 360,000 tested, 0.33% active; inhibition, % at 20 µM; in the data active means inhibition above about 37%
Scp1 inh = Scp-1 phosphatase inhibitors, primary screen, biochemical, colorimetric, uHTS. Recombinant Scp1, phosphopeptide, malachite green phosphate absorbance. inhibition, % at 20 µM. 340,000 tested, 0.88% active;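 active means inhibition above about 50% at 20 µM, limit read from the data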;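 further: plate controls were DMSO wells with enzyme for no effect and wells lacking enzyme for full effect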
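Material: truncated SCP-1 phosphatase (76-261aa) / Buffer or medium: 50 mM Tris acetate pH 5.5, 0.005% Tween-20, 10 mM MgCl2 / Compound dosing: one concentration, 20 µM, with 1.0% DMSO / Incubation: 45 min room-temperature reaction, 5 min colour, 30 min stabiliser / Detection: colorimetric free-phosphate detection, absorbance 630 nm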
Tb MetRS inh = T. brucei MetRS inhibitors, primary screen, biochemical, luminescence; purified T. brucei MetRS, ATP depletion, Kinase-Glo luminescence; inhibition, % at 11.9 µM; 360,000 tested, 0.4% active; AID 624268, 2012;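 active means inhibition above a per-plate cutoff of the control wells' mean inhibition plus 3 SD, cut at about 5.5% in these data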;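 further: 0% = DMSO wells median and 100% = median of wells with control inhibitor compound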
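Test system – parasite MetRS enzyme · Reagent – substrates ATP, L-methionine and bulk Escherichia coli tRNA · Doses – 11.9 µM compound single dose, 0.9% DMSO · Times – 15 min enzyme-compound preincubation, 2 h reaction, 10 min detection, 25 °C · Signal – Kinase-Glo luminescence, ATP depletion format · Controls – DMSO-only wells as low control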
MsrA inhibitor = bovine MsrA enzyme inhibitors, primary screen, biochemical, absorbance, HTS. purified bovine MsrA, absorbance read-out. AID 651718, 2012. Methionine sulfoxide reductase A (Bos taurus). 360,000 tested, 0.75% active. inhibition, % at 15.5 µM; in the data active means inhibition above about 4.5%;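 further: 0% = vehicle wells with enzyme and 100% = reference inhibitor wells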
DNMT1 inh = human DNMT1 methyltransferase inhibitors, primary screen, biochemical, molecular beacon, fluorescence, HinP1I cleavage, uHTS | inhibition (reported as % activation of signal), % at 10 µM | DNA (cytosine-5)-methyltransferase 1 (Homo sapiens), P26358 | 360,000 tested, 0.83% active; in the data active means inhibition above about 50%
NadD block = inhibitors of S. aureus NadD, primary screen, biochemical, colorimetric, uHTS. Nicotinate-nucleotide adenylyltransferase NadD (Staphylococcus aureus N315). purified NadD enzyme, colorimetric absorbance read-out. inhibition, % at 20 µM. 360,000 tested, 0.78% active; in the data active means inhibition above about 26%; further: some compounds past the cut are filed as inactive
LMPTP inh = LMPTP phosphatase inhibitors, primary screen, biochemical, fluorescence intensity, uHTS; Low molecular weight phosphotyrosine protein phosphatase (Homo sapiens), P24666; inhibition, % at 20 µM; 360,000 tested, 0.22% active; recombinant LMPTP-A, OMFP fluorogenic substrate; AID 651560, 2012;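 active means compounds that cut the enzyme signal by at least half of the control window in the single-dose screen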;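 further: plate controls were DMSO wells with enzyme plus substrate for no effect and substrate without enzyme for full effect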
Target sequence (P24666 whole entry, looked up): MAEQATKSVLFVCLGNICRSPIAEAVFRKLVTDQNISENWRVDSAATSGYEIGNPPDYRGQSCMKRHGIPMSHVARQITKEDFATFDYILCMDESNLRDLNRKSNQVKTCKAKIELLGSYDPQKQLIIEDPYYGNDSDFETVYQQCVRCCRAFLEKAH
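Assay system: LMPTP-A enzyme. Input: 0.625 nM LMPTP-A final. Probe or stimulus: 400 µM OMFP. Compound dosing: single 20 µM dose. Schedule: 50 min dark incubation at room temperature. Detection: fluorescence intensity of OMFP turnover product. Read-out: percent inhibition versus substrate-only and uninhibited controls. Benchmarks: no-enzyme low control, uninhibited high control.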
Rpn11 block = Rpn11 (PSMD14) deubiquitinase inhibitors, primary screen, biochemical, fluorescence polarization, uHTS; calls only at 20 µM; 360,000 tested, 0.59% active; human 26S proteasome, Ub4-pepOG fluorescence polarization; 20S core pre-blocked with epoxomicin; AID 588493, 2011;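 active means inhibition at 20 µM, scaled to each plate's controls, above about 33%, limit read from the data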
Target sequence (O00487 whole entry, looked up): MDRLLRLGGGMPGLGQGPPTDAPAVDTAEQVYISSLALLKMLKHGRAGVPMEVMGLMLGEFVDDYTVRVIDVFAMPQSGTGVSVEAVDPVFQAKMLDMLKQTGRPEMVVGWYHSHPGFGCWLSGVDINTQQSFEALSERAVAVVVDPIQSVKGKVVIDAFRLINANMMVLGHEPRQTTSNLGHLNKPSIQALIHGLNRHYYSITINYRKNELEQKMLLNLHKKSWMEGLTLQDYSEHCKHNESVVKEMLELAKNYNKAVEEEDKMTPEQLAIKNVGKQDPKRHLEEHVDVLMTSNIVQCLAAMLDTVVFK
CSN deneddyl inh = inhibitors of CSN-mediated cullin deneddylation, primary screen, biochemical, fluorescence polarization, uHTS; COP9 signalosome complex subunit 5 (Homo sapiens), Q92905; Purified CSN, SCF-Nedd8-OG deneddylation; inhibition, % at 12.5 µM; 360,000 tested, 0.38% active; AID 651999, 2013;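 active means pattern-corrected inhibition above about 35%, with an unprinted fluorescence ratio check between 0.5 and 1.5, limit read from the data, passing the limit was not always enough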;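 further: 0% = enzyme with substrate and 100% = substrate without enzyme; some results filed as inactive read as strong as hits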
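Test system: purified human Csn5 enzyme expressed in HEK293T cells. Amount: 0.24 nM enzyme. Reagent: SCFSkp2-Nedd8OG substrate at 10 nM final. Schedule: 90 min incubation of compound, enzyme and substrate at room temperature. Detection: fluorescence polarization. Read-out: % inhibition of substrate cleavage by Csn5.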
STEP inh = STEP phosphatase inhibitors, primary screen, biochemical, fluorescence intensity, uHTS; recombinant STEP, OMFP fluorogenic substrate; 360,000 tested, 0.25% active; inhibition, % at 20 µM; Tyrosine-protein phosphatase non-receptor type 5 (Homo sapiens), P54829;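 active means inhibition at 20 µM, scaled per plate between control wells, above about 37%, limit read from the data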;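 further: 0% = DMSO with enzyme and substrate and 100% = substrate only without enzyme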
Target sequence (P54829 whole entry, looked up): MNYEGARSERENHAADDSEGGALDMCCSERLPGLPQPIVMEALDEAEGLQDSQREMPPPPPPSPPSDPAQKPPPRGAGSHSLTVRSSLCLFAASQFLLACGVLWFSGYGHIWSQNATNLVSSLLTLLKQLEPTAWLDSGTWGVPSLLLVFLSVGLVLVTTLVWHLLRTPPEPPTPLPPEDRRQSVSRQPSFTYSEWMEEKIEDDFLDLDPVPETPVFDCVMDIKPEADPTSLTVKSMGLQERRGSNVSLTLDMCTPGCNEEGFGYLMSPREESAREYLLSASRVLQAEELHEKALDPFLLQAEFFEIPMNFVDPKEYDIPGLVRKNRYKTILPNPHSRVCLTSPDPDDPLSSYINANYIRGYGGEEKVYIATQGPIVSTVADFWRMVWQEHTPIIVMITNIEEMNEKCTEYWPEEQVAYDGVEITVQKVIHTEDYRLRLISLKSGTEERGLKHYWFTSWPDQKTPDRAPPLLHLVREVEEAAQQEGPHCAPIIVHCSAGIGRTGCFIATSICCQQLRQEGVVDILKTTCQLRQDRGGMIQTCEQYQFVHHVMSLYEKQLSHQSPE
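Measure: Control-normalized % inhibition with plate pattern correction | Test system: STEP phosphatase, cell-free reaction | Medium: pH 6.0 Bis-Tris with DTT and Tween 20 | Technique: Fluorescence, 480/540 nm | Times: Reaction 20 min, ambient temperature | Doses: Single compound dose of 20 µM, 1% DMSO final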
The depositor's hits bear a star; i = inactive; x = no result given. This is a random part of the collection. About 3.9% of those tested had a hit in this group.

SMILES	SUMO1-SIM PPI	Scp1 inh	Tb MetRS inh	MsrA inhibitor	DNMT1 inh	NadD block	LMPTP inh	Rpn11 block	CSN deneddyl inh	STEP inh
Cc1ccc(-c2nn(CC(=O)N3CCOCC3)c(=O)c3ccccc23)cc1S(=O)(=O)N(C)C	1	2	-1.3	1.4	3	1	-0.5	i	3	-5
COc1c(C)cc(NC(=O)c2ccc3c(c2)NC(=O)CO3)cc1C	4	-5	0.0	-0.2	0	-8	-0.2	i	-2	-1
Nc1nonc1-n1nnc(C(=O)N/N=C/c2cccc(Cl)c2)c1-c1ccc2c(c1)OCO2	2	-5	-0.7	1.4	-5	16	2.7	i	1	0
O=C(OCC(=O)c1c[nH]c2ccccc12)c1cncc(Br)c1	1	-4	-0.2	-0.2	-16	13	0.5	i	4	-2
COc1cc(C(=O)NC(=S)Nc2ccccc2N2CCOCC2)cc(OC)c1OC	5	-5	-0.2	1.6	0	-2	3.1	i	0	1
CSCCC(C(=O)OCC(=O)c1ccc(C)c(C)c1)N1C(=O)c2ccccc2C1=O (configuration not stated)	1	0	-1.0	-0.4	-3	-11	3.0	i	-12	-3
COc1ccc(NC(=S)N/N=C2/CCCc3c(C)cc(C)cc32)cc1	-1	-5	-0.1	-1.1	2	-2	2.1	i	2	-1
C/C(=N/NC(=O)CN1CCN(S(=O)(=O)c2ccc(Br)cc2)CC1)c1cccnc1	-3	-6	0.5	1.5	2	1	-0.8	i	-1	-2
CC1(C)Cc2cccc(OCC(=O)NCc3ccc(F)cc3)c2O1	11	-5	-0.4	1.9	1	0	-0.6	i	-2	0
O=C(Nc1nccs1)c1ccc(COc2ccccc2Br)o1	8	-10	0.1	0.1	-3	0	1.2	i	-3	2

Single records, as listed above.
COc1ccc(NC(=S)N/N=C2/CCCc3c(C)cc(C)cc32)cc1 as listed: SUMO1-SIM PPI: -1; Scp1 inh: -5; Tb MetRS inh: -0.1; MsrA inhibitor: -1.1; DNMT1 inh: 2; NadD block: -2; LMPTP inh: 2.1; Rpn11 block: i; CSN deneddyl inh: 2; STEP inh: -1
CC1(C)Cc2cccc(OCC(=O)NCc3ccc(F)cc3)c2O1 as listed: SUMO1-SIM PPI: 11; Scp1 inh: -5; Tb MetRS inh: -0.4; MsrA inhibitor: 1.9; DNMT1 inh: 1; NadD block: 0; LMPTP inh: -0.6; Rpn11 block: i; CSN deneddyl inh: -2; STEP inh: 0

The list goes on:
SMILES	SUMO1-SIM PPI	Scp1 inh	Tb MetRS inh	MsrA inhibitor	DNMT1 inh	NadD block	LMPTP inh	Rpn11 block	CSN deneddyl inh	STEP inh
Cc1cc(CN(C)C(=O)c2ccc(OC3CCN(Cc4ccccn4)CC3)cc2)on1	-4	-3	0.6	0.9	2	0	-0.7	i	2	-2
COc1ccc(N2CCN(C(=O)CCNS(=O)(=O)c3ccccc3)CC2)cc1	-2	-1	-1.0	0.5	4	7	0.7	i	-9	-1
COc1cc(NC(=O)COC(=O)/C=C/c2ccc(O)c(OC)c2)cc(OC)c1	-5	-10	-0.8	0.2	-1	-4	0.8	i	2	2
O=C(CSCCN1C(=O)c2ccccc2C1=O)Nc1ccc2ccccc2c1	-10	-12	-0.9	0.7	0	-6	-0.9	i	-2	-3
Cc1cc(-n2ccnc2)n2c(nc3ccccc32)c1C#N	-13	-4	-0.6	-0.3	10	-5	-1.1	i	8	-1
Cc1ccc(C(=O)NCC(=O)OCC(=O)NC(C)c2ccccc2)s1 (configuration not stated)	1	1	-0.8	-0.7	-2	-5	-0.5	i	-4	1
Cc1ccc([C@@H]2C[C@H]3[C@@H](CN2S(=O)(=O)c2ccc(Cl)cc2)C(=O)C[C@@H](c2cccc4ccccc24)N3S(=O)(=O)c2ccc(C)cc2)cc1	1	x	0.2	0.8	5	27	0.5	i	7	3
CCOc1ccc(OCC)c(-c2c(=O)n(OCc3ccccc3Br)c3ccccc3[n+]2[O-])c1	-13	-10	0.3	-0.2	-11	-6	2.6	i	-1	3
COc1cc(CC(=O)Nc2nc(C)cs2)cc(OC)c1OC	3	-9	0.2	-0.5	0	2	-0.9	i	-2	11
CC(=O)C[C@@H](O)CC(=O)[C@@H]1OC(=O)CC/C=C\Cc2ccccc21	2	2	-0.2	0.3	1	3	0.1	i	4	0
O=C(c1ccc(N2CCOCC2)c([N+](=O)[O-])c1)N1CCN(Cc2ccccc2)CC1	-10	-1	-0.1	-1.5	-1	-1	-1.1	i	8	0
COc1ccc(/C=C/C(=O)NCCSCc2ccco2)cc1OC	3	-15	-0.3	-0.1	-4	-4	0.6	i	4	2
CCn1nnnc1NCc1ccc(OCc2ccc(F)cc2Cl)c(OC)c1	0	-10	-0.1	-0.5	2	-2	0.2	i	0	3
CSCC[C@@H](CO)NC(=O)[C@H]1O[C@@H](n2ccc(N)nc2=O)[C@H](O)[C@@H]1O	2	x	-0.2	-0.9	5	1	-0.1	i	0	1
CCOc1ccc(C(=O)NN2CCOCC2)cc1	-2	-6	-0.6	0.6	0	-7	-1.7	i	-1	-6
c1ccc(Nc2ccccn2)nc1	-5	-4	0.2	0.8	-1	2	0.7	i	1	-1
C#CCO[C@@H]1C[C@H](n2ccc(NC(=O)c3ccccc3)nc2=O)O[C@@H]1CO	1	2	-0.2	0.0	4	-2	-2.8	i	-3	-5
CC(NC=O)c1nc2ccccc2n1CCc1ccccc1 (configuration not stated)	0	-6	0.6	-0.5	1	6	-0.6	i	1	-1
CC1CC(C)CN(c2nc3c(c(=O)n(C)c(=O)n3C)n2CCSc2nc3ccccc3o2)C1 (configuration not stated)	-1	-14	-0.6	0.6	-1	0	-0.1	i	2	2
CCCCc1ccc(-c2ccc(Br)cc2)nc1	0	-8	-0.8	2.5	1	8	2.6	i	-1	-1
COC(=O)c1ccc(NC(=O)CSc2ccccc2)cc1	3	-7	-0.8	1.3	7	-6	2.0	i	-6	-2
CCSCCOC(=O)C1=C(C)NC2=C(C(=O)CCC2)C1c1coc2ccccc2c1=O (configuration not stated)	-12	-10	-1.6	0.2	-4	-5	-0.4	i	6	4
Cc1nc2nc(-c3cccnc3)[nH]n2c(=O)c1C	-1	4	0.1	0.0	0	-6	1.8	i	-2	-3
COc1ccccc1-c1csc(C(C)(O)c2cccc(F)c2)n1 (configuration not stated)	1	x	1.8	-0.8	1	-4	0.7	i	-3	-1
Cc1cc(OCC(F)(F)C(F)(F)C(F)(F)C(F)(F)C(F)(F)C(F)F)nc(N)n1	0	-8	-0.5	0.7	-4	-16	1.1	i	0	-1
Cc1cc(C)c(-c2noc(C(=O)OC(C)(C)C)c2C(=O)OC(C)(C)C)c(C)c1	0	-3	-0.5	-0.2	3	3	0.1	i	-2	3
C#CCCOC(=O)N1C2=NC(C(=O)OC)=C(C(=O)OC)[C@@H]3N(C)c4ccccc4[C@]23C[C@H]1C(=O)OC	-2	0	-0.4	-0.5	6	4	1.5	i	16	1
Cc1cccc(OCC(=O)OC2CCN(C)CC2)c1	0	0	1.1	-0.6	1	2	-1.6	i	5	-2
Cc1ccc(C(=O)CSc2nnc3c4ccccc4nc(Cc4ccccc4)n23)cc1	-11	-15	0.6	0.0	-2	-4	3.8	i	18	1
NC(c1ccc(F)c(F)c1)c1nc(-c2ccc3ccccc3c2)cs1 (configuration not stated)	-6	x	-0.4	-0.2	5	-2	1.0	i	1	-1
O=C(COC(=O)c1cccc(Br)c1)Nc1cccc2c1C(=O)c1ccccc1C2=O	-25	8	-0.7	0.2	51*	3	0.8	i	6	-1
CSc1ccc(CN(C)C(=O)CNC(=O)c2ccc3c(c2)OCO3)cc1	4	-1	0.0	0.1	0	-6	-0.8	i	-2	0
COc1ccc(/C=C(/C(=O)c2cccs2)N2C=CC=CC2=C(C#N)C#N)cc1	-14	-9	-0.2	0.1	1	-1	-0.6	i	0	-2
COc1ccc(C(C(=O)NC2CCCC2)N(C(=O)c2snc(-c3ccc(F)cc3)c2N)c2cccc(F)c2)cc1 (configuration not stated)	2	-7	-0.7	-0.5	43	39*	-4.2	i	2	-3
Cc1cc(C)cc(NC(=S)N2CCC(NC(=O)c3ccc(F)cc3)CC2)c1	0	-2	-1.2	0.0	1	-8	-0.9	i	4	1
COc1ccc(NC2CCCN(C(=O)c3cccc(C)n3)C2)cc1OC (configuration not stated)	2	-7	0.1	0.3	2	3	0.3	i	5	0
COc1cccc(Nc2c(Nc3cccc(OC)c3)c(=O)c2=O)c1	16	92*	0.4	-0.4	67*	7	78*	x	14	97*
COc1ccc(-c2cn3cc(C)ccc3n2)cc1F	3	-4	-0.8	0.2	2	-6	0.5	i	0	0
CCOC(=O)CC(=O)NC(CC(=O)OC)c1ccc(C(C)C)cc1 (configuration not stated)	25	-1	-0.5	-0.6	-10	1	-0.1	i	8	0
O=Nc1c(O)n(Cc2ccc(Cl)cc2)c2ccccc12	-9	-8	-0.4	0.4	1	-6	0.0	i	8	1
CC(=O)OCC(=O)[C@@]12OC3(CCCC3)O[C@@H]1C[C@H]1[C@@H]3CCC4=CC(=O)C=C[C@]4(C)[C@@]3(F)[C@@H](O)C[C@@]12C	3	-14	-2.4	0.9	-10	0	1.8	i	-5	-1
COC(=O)c1ccccc1N=Nc1c(N)n[nH]c1N	0	-9	0.0	1.1	-8	3	0.9	i	-4	1
CCNc1nc(NCc2ccccc2)nc(SCC(N)=O)n1	-2	4	-0.7	-0.2	5	-3	-0.6	i	1	-2
